Source: PubChem BioAssay (National Center for Advancing Translational Sciences (NCATS))
Pf growth 96h = P. falciparum growth inhibition at 96 hour, primary screen for plastid delayed-death inhibitors; 320,000 compounds, 6.9% hits; P. falciparum luciferase reporter growth, 96 h; Potency, µM (titrated, usually from 28.7 µM), without a hit: at the top dose activity change, negative = inhibition, hits mostly inhibitors; further: potency means the concentration at half of the fitted maximal effect; on the % scale 0 is the no-effect control and ±100 the full control effect
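Luminescence readout: decreased luciferase signal marks inhibited growth of reporter-expressing P. falciparum in infected red cells (2% hematocrit, 0.05% parasitemia final), exposed to compound two generations (96 h, 37 C, 5% CO2).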
Cycloheximide cs = affects cycloheximide protein synthesis inhibition readout, counter-screen; 300,000 compounds, 12% hits; cell reporter, cycloheximide protein synthesis inhibition counterscreen; max response, %; AID 2314; in the data active means max response mostly above about 13%, no sharp cut-off; inactive means mostly below about 14%; further: read at 38.3 µM for the half of the compounds with a filed dose; 0% is about no effect
AmpC inh no detg = blocks E. coli AmpC beta-lactamase in detergent-free assay; P00811; AmpC nitrocefin hydrolysis, absorbance 480 nm, 0.0001% Triton; Potency, µM (highest dose often 57.1 µM), inactives show top-dose activity change, negative = inhibition, most hits filed as inhibitors; 330,000 compounds, 0.52% hits;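 further: potency means the concentration at half of the fitted maximal effect; plate controls were no compound for no effect and no enzyme for full effect; nearly all actives have a fitted effect of over 20% in size; some results filed as inactive show a strong effect at the top dose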
Target sequence (P00811 whole entry, looked up): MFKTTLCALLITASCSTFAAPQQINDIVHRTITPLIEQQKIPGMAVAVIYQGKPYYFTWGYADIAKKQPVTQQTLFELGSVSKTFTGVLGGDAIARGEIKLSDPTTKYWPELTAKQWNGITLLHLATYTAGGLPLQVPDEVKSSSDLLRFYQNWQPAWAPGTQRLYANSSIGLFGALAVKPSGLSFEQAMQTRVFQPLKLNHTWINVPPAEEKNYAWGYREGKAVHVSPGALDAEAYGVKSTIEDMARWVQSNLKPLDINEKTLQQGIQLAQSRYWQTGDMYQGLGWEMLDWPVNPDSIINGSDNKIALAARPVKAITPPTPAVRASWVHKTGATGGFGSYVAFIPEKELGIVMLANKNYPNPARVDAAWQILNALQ
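AmpC (5.3 nM in the dispensed reagent) in 20 mM phosphate pH 7.0 with 0.01% (detergent screen) or 0.0001% Triton X-100 was preincubated with compounds for 15 min at room temperature. Nitrocefin was then added from an 800 uM solution, and hydrolysis was followed at 480 nm.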
Tb PYK inh = T. brucei pyruvate kinase inhibition; TbPYK enzyme, Kinase-Glo Plus ATP luminescence, 45 min; Potency, µM (highest dose often 76.8 µM), for inactives: at the highest dose activity, negative = inhibition, actives largely listed as inhibitors; 410,000 compounds, 0.12% hits; AID 624173; further: potency means the concentration at half of the fitted maximal effect; on the % scale 0 is the no-effect control and ±100 the full control effect; nearly all actives have a fitted effect of over 50% in size
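Assay buffer: 50 mM TEA pH 7.2, 100 mM KCl, 10 mM MgCl2, 0.05% BSA, 0.01% Tween-20. Pyruvate kinase from T. brucei plus substrate met compound, then ADP (130 uM final). Luminescence was read post 45 min RT.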
LmPK inhibitor = LmPK (Leishmania mexicana) enzyme inhibition; Q27686; purified LmPK, Kinase-Glo ATP luminescence, 1 h; Potency, µM (highest dose often 57.5 µM), for inactives: at the highest dose activity change, negative = inhibition, usual class: inhibitors; 290,000 compounds, 0.37% hits; AID 1721; further: potency means the concentration at half of the fitted maximal effect; on the % scale 0 is the no-effect control and ±100 the full control effect
Target sequence (Q27686 whole entry, looked up): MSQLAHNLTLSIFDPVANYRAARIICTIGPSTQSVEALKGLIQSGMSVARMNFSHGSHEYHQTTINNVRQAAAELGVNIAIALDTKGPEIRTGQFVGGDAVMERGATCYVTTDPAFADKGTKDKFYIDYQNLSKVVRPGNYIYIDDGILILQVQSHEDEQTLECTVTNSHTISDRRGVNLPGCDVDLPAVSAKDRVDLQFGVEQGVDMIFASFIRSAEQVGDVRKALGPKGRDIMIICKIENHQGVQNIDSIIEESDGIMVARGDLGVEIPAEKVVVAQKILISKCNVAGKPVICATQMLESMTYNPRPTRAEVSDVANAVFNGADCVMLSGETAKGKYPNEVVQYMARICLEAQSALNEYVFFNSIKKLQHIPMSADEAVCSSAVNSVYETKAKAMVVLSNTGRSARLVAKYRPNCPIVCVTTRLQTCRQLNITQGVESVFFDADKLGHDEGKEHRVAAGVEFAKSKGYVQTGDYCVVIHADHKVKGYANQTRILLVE
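Screened at intermediate enzyme activity to detect both inhibitors and activators: LmPK at 0.1 nM, with a 0.5 nM enzyme column as activation reference. PEP 0.5 mM, ADP 0.1 mM; ATP detected by luminescence after 1 h.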
Pf growth 48h = P. falciparum growth inhibition at 48 hours (one generation); P. falciparum luciferase growth in erythrocytes, 48 h; Potency, µM (doses to about 28.7 µM), for inactives: at the top dose activity change, negative = inhibition, actives largely listed as inhibitors; 310,000 compounds, 5.9% hits; further: potency means the concentration at half of the fitted maximal effect; on the % scale 0 is the no-effect control and ±100 the full control effect
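A one-generation exposure of luciferase-tagged malaria parasites in RPMI 1640/Albumax erythrocyte culture, 37 C and 5% CO2. Inhibition is inferred from decreased luminescence after adding detection reagent.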
Shiga inhibitor = blocks Shiga toxin action in Vero cells. Vero cells, Shiga toxin protein synthesis inhibition reporter. inhibition, % at 38.7 µM. 290,000 compounds, 9.2% hits; in the data active means inhibition mostly above about 28%, no sharp cut-off; inactive means mostly below about 43%; further: 0% is about no effect
Numbers without * were called inactive; ? = inconclusive; · = no result given; & = joins results of further samples; [ ] = remark or other dose. Unless noted, the call rests on the fitted dose curve; in most records, active means well fitted curve in the direction sought with a large enough effect; inconclusive means small, poorly fitted or top-dose-only effect, or another doubt; inactive means no such curve, though single readings can be large; an effect the other way counts as inactive or inconclusive.

SMILES | Pf growth 96h | Cycloheximide cs | AmpC inh no detg | Tb PYK inh | LmPK inhibitor | Pf growth 48h | Shiga inhibitor
COc1nnc(-c2ccccc2)s1 | 13.2% | 15.4 | -13.8% | -8.9% | 4.1% | 16.8% | 41.2*
COc1ccc(S(=O)(=O)Nc2ccccc2C)cc1 | ? | 14.5 | -30.8% | -4.5% | 4.9% | · | 3.6
CCCCn1c(O)c(C(CC)=NCCN2CCOCC2)c(=O)[nH]c1=O | · | -2.3 | 0.9% | ? | 1.1% | 17.3% | -14.5
Cc1ccc(Cl)cc1NC(=O)C1CCCN(c2cnccn2)C1 (stereo not drawn) | ? | -5.6 | -3.7% | -4.3%&-1.9% | 1.9% | 10.6% | -10.6
COc1ccc(C)cc1NS(=O)(=O)c1ccc2c(c1)CCN2C(C)=O | 4.5% | 4.3 | 75.3%[activator] | 3.9% | 2.3% | -10.5% | -6.8
Cc1ccc(C(=O)CC(C(=O)O)n2ccc(C)n2)cc1 (stereo not drawn) | 19.0% | -3.4 | -21.1% | -2.2% | 0.0% | -1.7% | -7.7
Cc1ccc(C)c(C(C)NC(=O)C2CC=CCC2C(=O)O)c1 (stereo not drawn) | -12.5% | · | -6.8% | 2.0% | · | 1.9% | ·
COc1ccc(OC)c(N=Cc2c(O)n(Cc3ccccc3)c(=S)[nH]c2=O)c1 | -6.9% | -0.2 | -30.5% | -2.5% | 6.1% | 25.3% | -10.3
COc1cc(/C=C/C(=O)Oc2coc(CSc3ncccn3)cc2=O)cc(OC)c1OC | 19.7% | 14.1 | -20.2% | -1.5% | 0.7% | 0.3% | 13.6
CC1CCCCN1C(=O)CCS(=O)(=O)c1cccc2nonc12 (stereo not drawn) | ? | 34.2 | -10.5% | 4.6% | -5.0% | 5.7% | 29.3
CCc1cc(Br)ccc1NC(=O)C1CCCO1 (stereo not drawn) | 7.3% | -2.6 | -24.7% | 7.8% | -0.3% | 9.3% | -13.9
COc1ccc(-c2[nH]ncc2CN(C)CCCN2CCOCC2)cc1F | ? | -0.5 | -17.3% | 0.6% | 2.2% | -13.1% | 10.6
COc1ccc(C2CCCN2C(=S)Nc2c(C)cccc2C)cc1OC (stereo not drawn) | ? | 6.9 | -6.0% | -5.5% | 2.0% | ? | -6.8
Cc1ccc(NCCCCO)cc1C | 0.0% | 8.6 | -22.9% | 0.8% | -4.7% | 36.4%[activator] | -3.5
O=C(Nc1ccc(Cl)c(Cl)c1)Nc1cc(S(=O)(=O)N2CCOCC2)ccc1N1CCCC1 | -1.6% | 1.1 | -19.1% | -13.8% | -0.1% | 2.8% | -1.9
CCOc1ccc(S(=O)(=O)n2nnc3ccccc32)cc1C | 9.0% | 1.6 | -11.9% | 1.4% | -2.8% | 9.6% | -5.4
CCOC(=O)c1ccc(S(=O)(=O)NC2CC2)cc1 | 1.2% | -2.6 | -17.0% | 0.9% | 5.8% | 1.7% | 51.4
O=c1[nH]c(=O)n(Cc2ccco2)c(O)c1C=NCCN1CCNCC1 | 17.7% | -3.8 | -6.9% | -0.8% | 5.6% | 4.8% | -11.7
C/C(=N\NC(=O)Cc1ccc(F)cc1)c1ccc(F)cc1 | 0.6% | -1.9 | -21.7% | 3.8% | -3.0% | 7.3% | 11.6
CN(C)S(=O)(=O)c1cccc(C(=O)NC2CCSc3ccccc32)c1 (stereo not drawn) | 11.7µM* | -1.2 | 6.2% | 4.8% | -6.1% | ? | -12.3
CCOc1ccc2[nH]c(=O)c(CN(C(=O)N3CCOCC3)C3CC3)cc2c1 | 29.8% | 0.9 | -20.7% | · | 1.6% | 14.3% | 19.1
CCCCCCCN1C2=NCCN2c2ccccc21 | ? | -2.6 | 31.1% | -5.0% | 1.8% | ? | -7.3
O=S1(=O)CCC(NC(=S)N2CCOCC2)C1 (stereo not drawn) | 3.0% | 2.6 | 2.6% | -9.4% | 1.5% | -23.6% | 15.8
Nc1nc(N2CCN(c3ccc(Cl)cc3)CC2)n[nH]1 | 29.3% | 1.4 | -11.1% | 1.4% | -0.2% | 9.7% | -1.6
COc1ccc(/C=C/c2onc(C)c2S(=O)(=O)N2CCC(C(=O)N3CCCCCC3)CC2)cc1 | ? | 6.2 | 107.8%[activator] | 1.0% | 4.6% | 4.15µM* | 1.7

Whole records, looked up by structure.
Profile of `COc1ccc(C)cc1NS(=O)(=O)c1ccc2c(c1)CCN2C(C)=O` → Pf growth 96h: 4.5%; Cycloheximide cs: 4.3; AmpC inh no detg: 75.3%[activator]; Tb PYK inh: 3.9%; LmPK inhibitor: 2.3%; Pf growth 48h: -10.5%; Shiga inhibitor: -6.8
Profile of `CCOC(=O)c1ccc(S(=O)(=O)NC2CC2)cc1` → Pf growth 96h: 1.2%; Cycloheximide cs: -2.6; AmpC inh no detg: -17.0%; Tb PYK inh: 0.9%; LmPK inhibitor: 5.8%; Pf growth 48h: 1.7%; Shiga inhibitor: 51.4
Profile of `Cc1ccc(NCCCCO)cc1C` → Pf growth 96h: 0.0%; Cycloheximide cs: 8.6; AmpC inh no detg: -22.9%; Tb PYK inh: 0.8%; LmPK inhibitor: -4.7%; Pf growth 48h: 36.4%[activator]; Shiga inhibitor: -3.5

Following part.
SMILES | Pf growth 96h | Cycloheximide cs | AmpC inh no detg | Tb PYK inh | LmPK inhibitor | Pf growth 48h | Shiga inhibitor
COC(=O)C1C(=O)c2c([nH]c(C(=O)OC3CCCC3C)c2C)CC1C (stereo not drawn) | 19.4% | 26.5* | 7.08µM* | 0.8% | 2.9% | 14.9% | 66.5*
COc1ccc(N2C(=O)NC(NS(=O)(=O)c3ccc(Cl)cc3)(C(F)(F)F)C2=O)cc1 (stereo not drawn) | -10.3% | -5.1 | -16.8% | -1.7%&-8.8% | 2.4% | 18.6% | -3.3
CN(c1ccc(C(=O)NCCSCc2ccccc2)cc1)S(=O)(=O)c1ccccc1 | -2.5% | 8.5 | -48.5% | -3.7% | 0.0% | 2.0% | -16.2
Cc1nn(-c2ccccc2)c2sc(C(=O)c3c(N)n(C)c(=O)n(C)c3=O)cc12 | ? | 7.1 | 13.9% | -13.0% | -0.2% | 1.47µM* | 15.5
COc1ccc(S(=O)(=O)N2CCCC(C(=O)Nc3ccc(NC(=O)c4ccccn4)cc3)C2)cc1 (stereo not drawn) | 17.0% | 40.2* | -12.6% | -14.5% | 3.4% | ? | 63.5*
O=Cc1cn(-c2ccccc2)nc1-c1cc2ccccc2oc1=O | · | -1.7 | -14.8% | -3.2% | 0.2% | 24.2% | 61.0
O=C(Cn1cnc2scc(-c3ccccc3)c2c1=O)N1CCOCC1 | · | -3.0 | · | 2.8% | -1.5% | 8.7% | -7.8
CCOc1ccccc1NC(=O)CSc1nc(=O)n(CCN2CCOCC2)c2c1CCCC2 | ? | · | 113.0%[activator] | -4.6% | · | ? | ·
CC(=O)c1cccc(S(=O)(=O)NCCCN2CCOCC2)c1 | ? | · | -18.4% | 0.7% | · | 5.3% | ·
CCn1c2ccccc2c2cc(NC(=O)CNCC3CCCO3)ccc21 (stereo not drawn) | -2.9% | -3.6 | 117.6%[activator] | -11.0% | 3.1% | 6.6% | -19.2
O=C1c2ccccc2C(=O)N1CCCCN(C(=O)c1cc2ccccc2oc1=O)c1ccc(F)cc1F | 12.9% | 59.6* | 3.7% | 1.7% | -2.9% | 7.8% | 73.7*
Cc1cc(=O)[nH]c(SCC(=O)Nc2ncc(S(=O)(=O)c3ccc([N+](=O)[O-])cc3)s2)n1 | 34.2%[activator] | -2.9 | -51.8% | -7.5% | 19.9% | -18.8% | -15.6
O=C(CSc1nnnn1C1CCCC1)NCc1ccccc1 | 38.8%[activator] | 0.4 | 1.6% | -1.1% | -2.7% | ? | 11.6
CCOc1ccc(NS(=O)(=O)c2ccc(C(=O)N3CCCC3)cc2)cc1 | ? | · | 12.7% | 1.7% | · | 30.4% | ·
CCCCn1c(N)c(N(CCOC)C(=O)C2CCN(C(=O)c3ccc(F)cc3)CC2)c(=O)[nH]c1=O | -1.2% | · | -9.7% | -1.3% | · | 6.0% | ·
CCCC[C@@H](CNC)NC[C@H](NCCCCC1CCCCC1)C(C)C | 1.65µM* | -8.2 | 54.1% | 3.2% | 3.0% | ? | -17.5
Cc1cc(OCc2nc(-c3cccnc3)no2)c(C)cc1Br | -32.7% | -3.4 | -0.2% | 3.7% | -2.6% | 23.5% | 7.1
COc1ccccc1C(=O)NC(=O)CSc1nncn1C(C)C | 27.9% | · | -12.9% | -1.8% | · | -4.3% | ·
CCc1c(C(C)=O)oc2ccc3c(C)cc(=O)oc3c12 | ? | -2.8 | -15.8% | 0.7% | 6.5% | ? | -4.0
C#CCOCCOCCOCCNc1nc(N2CCN(C(=O)[C@H]([C@@H](C)CC)n3cc(CCCCN)nn3)CC2)nc(N2CCN(C(=O)[C@H](C)n3cc(CCC(=O)O)nn3)CC2)n1 | ? | 0.2 | 357.8%[activator] | -2.9% | 3.6% | 11.0% | 4.7
COc1ccccc1CCCNC(=O)C1CCC(=O)N(CCc2cccc(F)c2)C1 (stereo not drawn) | 27.3% | 10.1 | 202.0%[activator] | -1.3% | -4.7% | -5.5% | 16.0
Cc1ccc(C)c(-n2ccnc2SCC(=O)O)c1 | 4.8% | -1.9 | -4.2% | 0.6% | -8.1% | · | 13.2
CCN(CC)P(=O)(c1nccn1C)N(CC)CC | 14.6% | -1.8 | -15.2% | -0.2% | -0.4% | -1.6% | -1.6
COc1ccc(C(=O)Nc2ccnn2C2CCN(C(=O)C3CCOC3)CC2)cc1 (stereo not drawn) | -2.1% | 25.4* | -0.2% | 2.2% | -0.5% | 34.2%[activator] | 52.7*
Cc1ccc(C(=O)COc2ccccc2C(=O)Nc2ccccc2)cc1 | -16.0% | 0.9 | -20.8% | -12.9% | 1.0% | 13.7% | -19.6

The results go on:
SMILES | Pf growth 96h | Cycloheximide cs | AmpC inh no detg | Tb PYK inh | LmPK inhibitor | Pf growth 48h | Shiga inhibitor
CC(=O)N(Cc1cc(=O)[nH]c2ccccc12)c1ccccc1 | · | -0.9 | -18.1% | 0.2% | -4.3% | 14.5% | -8.3
O=C(COc1ccccc1Cl)NC(=S)Nc1ccccc1N1CCCC1 | 10.3% | 1.7 | -47.0% | 2.0% | 0.4% | 22.2% | 24.1
CCCNc1nc(C)nc2c1cnn2CCc1ccccc1 | -27.1% | 19.3* | -2.4% | -3.6% | -2.2% | · | 48.4
O=C(Nc1ncccc1O)C1CCN(S(=O)(=O)c2ccc3ccccc3c2)CC1 | -2.6% | · | -39.9% | 2.3% | · | ? | ·
CC1(C)CC(=O)C(N=Nc2ccc3ncsc3c2)=C(O)C1 | 53.3%[activator] | 29.0* | · | 2.1% | 2.9% | 95.6%[activator] | 48.7*
COc1ccc(CCNC(=O)Cn2nnc(C(=O)Nc3cc(C)ccc3C)c2N)cc1OC | ? | -10.4 | 56.4% | -4.3% | -8.1% | 7.7% | -5.9
